Screening results from PubChem.
Yeast growth inh: yeast BB579 growth reduction in restrictive medium. inhibition, % at 10 µM. S. cerevisiae BB579 growth, OD615, 48 h. actives 0.51% (n = 140,000). AID 804;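 active = inhibition above a set limit, 3 SD over the mean compound inhibition, cut at about 44% in these data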; also: inactives centre near -24
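Test system: DeaD yeast strain BB579 / Buffer or medium: restrictive glucose-based CSMM-D medium / Doses: single 10 µM dose / Schedule: 4 h cell preincubation, 48 h compound exposure, 30 °C humidified / Technique: culture absorbance at 615 nm / Controls: amphotericin B positive control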
E-sel TNF inh: blocks E-selectin expression induced by TNF alpha; HUVEC TNFa-induced E-selectin immunofluorescence, high content; inhibition, % at 2 µM; actives 0.71% (n = 120,000); AID 1246;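 active = inhibition above the batch mean plus 3 SD, and confirmed as a hit on visual image review, cut at about 43% in these data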;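 also: 0% = TNF-stimulated DMSO wells and 100% = unstimulated control wells; not every result past the cut was called active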
NPY Y2 blocker: NPY-Y2 (human) receptor antagonism; inhibition, % at 2.7 µM; NPY-Y2 expressing cells, antagonist mode; actives 0.99% (n = 140,000); AID 793; in the data active = inhibition above about 17%;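 also: 0% = vehicle with agonist challenge and 100% = reference antagonist with challenge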
Target sequence (P49146 whole entry, looked up): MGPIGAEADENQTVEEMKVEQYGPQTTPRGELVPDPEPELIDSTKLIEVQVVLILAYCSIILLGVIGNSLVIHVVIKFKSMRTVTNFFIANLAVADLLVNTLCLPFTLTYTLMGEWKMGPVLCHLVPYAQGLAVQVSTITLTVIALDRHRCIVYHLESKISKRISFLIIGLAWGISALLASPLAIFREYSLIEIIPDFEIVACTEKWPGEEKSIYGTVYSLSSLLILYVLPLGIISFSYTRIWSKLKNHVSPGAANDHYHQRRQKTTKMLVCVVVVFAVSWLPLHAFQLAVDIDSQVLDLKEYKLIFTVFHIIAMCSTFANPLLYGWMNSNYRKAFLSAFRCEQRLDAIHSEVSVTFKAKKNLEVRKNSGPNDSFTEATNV
Measles CPE: protection of cells from measles virus; AID 841; protection (pct of control), % at 4 µM; actives 1.5% (n = 140,000); Measles virus-infected cells, CPE protection, absorbance; in the data active = protection mostly above about 24%, no sharp cut-off; inactive = mostly below about 26%; also: some compounds called inactive have numbers as strong as hits
Yeast life ext: extends the lifespan of yeast | inhibition of the nicotinamide effect, % at 10 µM | actives 0.68% (n = 130,000) | S. cerevisiae growth with nicotinamide, OD615; deaD strain in restrictive glucose medium;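 active = inhibition above a set limit, placed 3 SD over the median of all compounds, cut at about 26% in these data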;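 also: 0% = nicotinamide-treated wells and 100% = cells grown without nicotinamide; some compounds called inactive have numbers as strong as hits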
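System: DeaD-strain S. cerevisiae / Buffer or medium: CSMM-D, restrictive glucose (dextrose) synthetic minimal medium / Probe or stimulus: nicotinamide, 1.5 mM, co-present with compound / Compound: one concentration, 10 µM, DMSO 0.25% / Incubation: 48 h compound exposure at 30 °C, humidified / Technique: optical density (absorbance) at 615 nm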
PTEN del growth: PTEN-deleted cell growth suppression. actives 1.2% (n = 140,000). viability, % at 10 µM. HCT116 PTEN-null viability, CellTiter-Glo, 60 h; stronger effect = lower value;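 active = viability at or below a set limit, 4 SD under the median of all tested compounds, cut at about 3.7% in these data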;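 also: PTEN knockout HCT116 line with beta catenin targeted HCT116 as companion control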
GALR2 blocker: blocks the human galanin receptor 2; O43603; GALR2-expressing cells, antagonist mode; inhibition, % at 4 µM; actives 0.39% (n = 140,000); in the data active = inhibition above about 27%;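 also: cells stimulated with galanin 1-16 at roughly its EC80; 0% = agonist challenge control and 100% = basal control without agonist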
Target sequence (O43603 whole entry, looked up): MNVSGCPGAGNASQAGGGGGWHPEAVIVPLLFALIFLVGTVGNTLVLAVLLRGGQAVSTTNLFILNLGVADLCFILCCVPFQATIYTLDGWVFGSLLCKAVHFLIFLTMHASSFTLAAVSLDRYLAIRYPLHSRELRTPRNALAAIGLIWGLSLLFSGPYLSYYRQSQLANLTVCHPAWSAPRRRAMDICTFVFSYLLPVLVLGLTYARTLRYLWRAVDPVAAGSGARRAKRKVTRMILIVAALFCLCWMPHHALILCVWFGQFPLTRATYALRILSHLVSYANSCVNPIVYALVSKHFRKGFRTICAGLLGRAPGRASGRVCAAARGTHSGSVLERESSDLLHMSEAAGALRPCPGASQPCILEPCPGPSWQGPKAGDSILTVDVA
MRP1 act: MRP-1 activation; AID 799; viability increase, % at 10 µM; H69AR cells + doxorubicin, viability rescue, CellTiter-Glo; actives 0.61% (n = 140,000);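 active = viability gain under doxorubicin at or above a set limit, the compound median plus 3 SD, cut at about 4.7% in these data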;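 also: MRP-1 overexpressing cells given doxorubicin 25 µM after compound pretreatment; 18-22 h compound pretreatment then 72 h with doxorubicin before readout; 0% = doxorubicin-only wells and 100% = vehicle-treated cells without doxorubicin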
HCT116 bCat-KO: beta-catenin-lacking colon tumor cell growth suppression. actives 1.5% (n = 140,000). viability, % at 10 µM. HCT116 beta-catenin knockout viability, CellTiter-Glo, 60 h; stronger effect = lower value;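 active = viability at or under a set limit, the compound median less 4 SD, cut at about 6% in these data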;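 also: 0% = Hyamine 1622 control at 20 µM and 100% = untreated cell control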
Phagocytosis inh: inhibitors of macrophage phagocytosis; actives 0.07% (n = 110,000); inhibition, % at 5 µM; J774A.1 macrophage IgG-bead phagocytosis, imaging;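 active = inhibition above the mean of the plate negative controls plus 5 SD, cut at about 13% in these data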;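 also: phagocytic index as fraction of beads internalized from green versus red external bead signal; plate controls were DMSO negative control for no effect and cytochalasin-D positive control for full effect; some results beyond the cut were filed as inactive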
Starred values were filed as active, the others as inactive.

How did CCOC(=O)N1CCC(NS(=O)(=O)c2ccc3c(c2)CCN3C(C)=O)CC1 do in these assays?
Yeast growth inh: -45; E-sel TNF inh: 12; NPY Y2 blocker: 5; Measles CPE: 6; Yeast life ext: 0; PTEN del growth: 81; GALR2 blocker: -14; MRP1 act: 0.4; HCT116 bCat-KO: 83; Phagocytosis inh: -1

What do the screens show for `CCN(C(=O)C1CCCCC1)c1nnc(-c2cccnc2)s1`?
Yeast growth inh: 21; NPY Y2 blocker: -3; Measles CPE: 12; Yeast life ext: -15; PTEN del growth: 94; GALR2 blocker: -1; MRP1 act: -1.5; HCT116 bCat-KO: 95; Phagocytosis inh: 2

How did O=Cc1ccc(OC(=O)c2cc(Cl)nc3ccccc23)cc1 do in these assays?
Yeast growth inh: -36; NPY Y2 blocker: 4; Measles CPE: 9; Yeast life ext: -3; PTEN del growth: 94; GALR2 blocker: 4; MRP1 act: -2.8; HCT116 bCat-KO: 91; Phagocytosis inh: -14

What do the screens show for `Cn1c(C(=O)N2CCCc3ccccc32)cc2sccc21`?
Yeast growth inh: -18; E-sel TNF inh: -9; NPY Y2 blocker: 5; Measles CPE: 16; Yeast life ext: -11; PTEN del growth: 80; GALR2 blocker: -1; MRP1 act: -0.4; HCT116 bCat-KO: 93; Phagocytosis inh: 0

What do the screens show for `CC(=O)NC(C)C(=O)OCC(=O)c1ccc(Cl)s1` (centres undefined)?
Yeast growth inh: -15; E-sel TNF inh: 14; NPY Y2 blocker: 4; Measles CPE: 7; Yeast life ext: -24; PTEN del growth: 95; GALR2 blocker: -7; MRP1 act: -0.8; HCT116 bCat-KO: 83; Phagocytosis inh: -2

Results for Cc1cnc(C(=O)OCC(=O)NC2CCCCC2)cn1 ?
Yeast growth inh: -25; E-sel TNF inh: -9; NPY Y2 blocker: 0; Measles CPE: 15; Yeast life ext: -1; PTEN del growth: 115; GALR2 blocker: -2; MRP1 act: -0.4; HCT116 bCat-KO: 99; Phagocytosis inh: 1

What do the screens show for `CCCCOCP(=O)(CC)COCCCC`?
Yeast growth inh: -10; E-sel TNF inh: 10; NPY Y2 blocker: 1; Measles CPE: 16; Yeast life ext: -6; PTEN del growth: 103; GALR2 blocker: 10; MRP1 act: 0.2; HCT116 bCat-KO: 87; Phagocytosis inh: -2

How did COCCCNC(=O)C1CC(=O)N(Cc2ccc(OC)cc2)C1 (centres undefined) do in these assays?
Yeast growth inh: -30; E-sel TNF inh: -1; NPY Y2 blocker: 2; Measles CPE: 6; Yeast life ext: -20; PTEN del growth: 100; GALR2 blocker: 10; MRP1 act: -0.3; HCT116 bCat-KO: 92

Results for Clc1cccc(Cl)c1Cn1c(-c2cccnc2Cl)nc2ccccc21 ?
Yeast growth inh: -34; E-sel TNF inh: -22; NPY Y2 blocker: 3; Measles CPE: 4; Yeast life ext: -11; PTEN del growth: 79; GALR2 blocker: 0; MRP1 act: -1.8; HCT116 bCat-KO: 82

How did O=CNCCCc1nc2ccccc2n1Cc1cccc2ccccc12 do in these assays?
Yeast growth inh: -34; E-sel TNF inh: 9; NPY Y2 blocker: 4; Measles CPE: 15; Yeast life ext: -4; PTEN del growth: 92; GALR2 blocker: -11; MRP1 act: -4.7; HCT116 bCat-KO: 94; Phagocytosis inh: 0

What do the screens show for `CCCCCC(=O)Nc1cc2[nH]c(=O)cc(COC)c2cc1C`?
Yeast growth inh: -21; E-sel TNF inh: -5; NPY Y2 blocker: 0; Measles CPE: 4; Yeast life ext: -3; PTEN del growth: 86; GALR2 blocker: -4; MRP1 act: -4.7; HCT116 bCat-KO: 94

How did C=CCOC(=O)C1C(=O)CC(C)(O)C(C(=O)OCC=C)C1c1ccc(OCC)cc1 (centres undefined) do in these assays?
Yeast growth inh: 21; NPY Y2 blocker: 22*; Measles CPE: 1; Yeast life ext: -4; PTEN del growth: 94; GALR2 blocker: -11; MRP1 act: -1.1; HCT116 bCat-KO: 95; Phagocytosis inh: -1

Results for NNC(=O)c1ccc(COc2ccccc2)cc1 ?
Yeast growth inh: -13; E-sel TNF inh: 12; NPY Y2 blocker: 4; Measles CPE: 7; Yeast life ext: -6; PTEN del growth: 86; GALR2 blocker: -20; MRP1 act: -0.5; HCT116 bCat-KO: 88; Phagocytosis inh: -8

What do the screens show for `c1ccc(-c2nc(C3CCCCC3)no2)cc1`?
Yeast growth inh: -54; E-sel TNF inh: -53; NPY Y2 blocker: 2; Measles CPE: 22; Yeast life ext: -19; PTEN del growth: 106; GALR2 blocker: 6; MRP1 act: 0.4; HCT116 bCat-KO: 99; Phagocytosis inh: -1

What do the screens show for `Cc1cc(C)n(CCc2nc(-c3ccc(C(C)(C)C)cc3)cs2)n1`?
Yeast growth inh: -19; E-sel TNF inh: 12; NPY Y2 blocker: 3; Measles CPE: 15; Yeast life ext: -3; PTEN del growth: 61; GALR2 blocker: 2; MRP1 act: -2.0; HCT116 bCat-KO: 60; Phagocytosis inh: -12

What do the screens show for `Cc1oc2c(c1C(=O)NCc1cc(C(=O)O)co1)CCCC2`?
Yeast growth inh: 12; E-sel TNF inh: -4; NPY Y2 blocker: 2; Measles CPE: 1; Yeast life ext: -5; PTEN del growth: 87; GALR2 blocker: 2; MRP1 act: -2.2; HCT116 bCat-KO: 91; Phagocytosis inh: -2

Results for Nc1nc2ccc(Oc3ccccc3)cc2s1 ?
Yeast growth inh: -48; E-sel TNF inh: 20; NPY Y2 blocker: -1; Measles CPE: 21; Yeast life ext: -17; PTEN del growth: 96; GALR2 blocker: -5; MRP1 act: -1.1; HCT116 bCat-KO: 86; Phagocytosis inh: 0

Results for CCn1c(SCC(=O)Nc2nnc(C)s2)nnc1-c1ccco1 ?
Yeast growth inh: -44; NPY Y2 blocker: 5; Measles CPE: 8; Yeast life ext: -10; PTEN del growth: 98; GALR2 blocker: -15; MRP1 act: 0.3; HCT116 bCat-KO: 97; Phagocytosis inh: -2

What do the screens show for `COc1c(S(=O)(=O)NCCN2CCOCC2)ccc(Cl)c1Cl`?
Yeast growth inh: -15; E-sel TNF inh: 12; NPY Y2 blocker: -3; Measles CPE: 17; Yeast life ext: -8; PTEN del growth: 108; GALR2 blocker: -11; MRP1 act: -1.2; HCT116 bCat-KO: 100; Phagocytosis inh: -1

What do the screens show for `CCOC(=O)c1sc2cc([N+](=O)[O-])cc(SCC(C)C)c2c1N`?
Yeast growth inh: -76; E-sel TNF inh: -18; NPY Y2 blocker: 2; Measles CPE: 15; Yeast life ext: -9; PTEN del growth: 101; GALR2 blocker: 4; MRP1 act: -0.2; HCT116 bCat-KO: 90

Reprinted at random: two compounds from above.
Results for CCn1c(SCC(=O)Nc2nnc(C)s2)nnc1-c1ccco1 ?
Yeast growth inh: -44; NPY Y2 blocker: 5; Measles CPE: 8; Yeast life ext: -10; PTEN del growth: 98; GALR2 blocker: -15; MRP1 act: 0.3; HCT116 bCat-KO: 97; Phagocytosis inh: -2

What do the screens show for `Cn1c(C(=O)N2CCCc3ccccc32)cc2sccc21`?
Yeast growth inh: -18; E-sel TNF inh: -9; NPY Y2 blocker: 5; Measles CPE: 16; Yeast life ext: -11; PTEN del growth: 80; GALR2 blocker: -1; MRP1 act: -0.4; HCT116 bCat-KO: 93; Phagocytosis inh: 0

Continued:
What do the screens show for `CCN(CC)C(=O)Cn1c(=O)n(C)c2ccccc21`?
Yeast growth inh: -1; E-sel TNF inh: -4; NPY Y2 blocker: 2; Measles CPE: 19; Yeast life ext: -11; PTEN del growth: 101; GALR2 blocker: -3; MRP1 act: -0.2; HCT116 bCat-KO: 97; Phagocytosis inh: -1

What do the screens show for `Cc1ccc(Cl)cc1NC(=O)c1ccccc1OCC(=O)Nc1ccc(Cl)cc1`?
Yeast growth inh: -5; NPY Y2 blocker: -1; Measles CPE: 10; Yeast life ext: -5; PTEN del growth: 2.9*; GALR2 blocker: -5; MRP1 act: -6.4; HCT116 bCat-KO: 27; Phagocytosis inh: -8

What do the screens show for `CCNc1[nH]c(=O)n(C)c(=O)c1N=O`?
Yeast growth inh: -11; E-sel TNF inh: 14; NPY Y2 blocker: 1; Yeast life ext: -4; PTEN del growth: 98; GALR2 blocker: -8; MRP1 act: -0.4; HCT116 bCat-KO: 87; Phagocytosis inh: 3

What do the screens show for `CN(C)CCN1C(=O)C(=O)/C(=C(/O)c2ccccc2)C1c1ccccc1F` (centres undefined)?
Yeast growth inh: -48; E-sel TNF inh: 12; NPY Y2 blocker: 6; Measles CPE: 0; Yeast life ext: 0; PTEN del growth: 101; GALR2 blocker: 8; MRP1 act: -0.4; HCT116 bCat-KO: 100; Phagocytosis inh: 0

How did COc1ccc(CNC(=O)c2ccc(CN3CCOCC3)cc2)cc1 do in these assays?
Yeast growth inh: 2; E-sel TNF inh: -20; NPY Y2 blocker: 5; Measles CPE: 2; Yeast life ext: 2; PTEN del growth: 95; GALR2 blocker: -3; MRP1 act: 0.0; HCT116 bCat-KO: 99; Phagocytosis inh: -1

What do the screens show for `CC(=O)N1CCc2cc(S(=O)(=O)NCCC(=O)NC3CCN(Cc4ccccc4)CC3)ccc21`?
Yeast growth inh: -21; E-sel TNF inh: 0; NPY Y2 blocker: 1; Measles CPE: 23; Yeast life ext: -3; PTEN del growth: 94; GALR2 blocker: 5; MRP1 act: -1.7; HCT116 bCat-KO: 81; Phagocytosis inh: -1

Results for CCOC(=O)c1sc(-c2ccc(OC)cc2)cc1N ?
Yeast growth inh: -47; E-sel TNF inh: -32; NPY Y2 blocker: -2; Measles CPE: 9; Yeast life ext: -30; PTEN del growth: 86; GALR2 blocker: 9; MRP1 act: 2.4; HCT116 bCat-KO: 86; Phagocytosis inh: 3

What do the screens show for `O=C(c1ccccc1)c1cccc(NC(=O)C2CC2)c1`?
Yeast growth inh: -69; E-sel TNF inh: 6; NPY Y2 blocker: 2; Measles CPE: 18; Yeast life ext: -12; PTEN del growth: 106; GALR2 blocker: -12; MRP1 act: -0.2; HCT116 bCat-KO: 99; Phagocytosis inh: 0

How did Cc1ccc(S(=O)(=O)N2CCN(C(=O)CSc3nc4ccccc4c(=O)[nH]3)CC2)cc1 do in these assays?
Yeast growth inh: -57; NPY Y2 blocker: 2; Measles CPE: 15; Yeast life ext: -4; PTEN del growth: 89; GALR2 blocker: 9; MRP1 act: -1.7; HCT116 bCat-KO: 84

Results for CC1(C)C2CC=C(/C=N/n3cnnc3)C1C2 (centres undefined) ?
Yeast growth inh: 3; NPY Y2 blocker: 1; Measles CPE: 10; Yeast life ext: -22; PTEN del growth: 86; GALR2 blocker: 2; MRP1 act: -2.3; HCT116 bCat-KO: 84; Phagocytosis inh: -2

What do the screens show for `CCOC(=O)N1CCC(=NNC(=O)c2cc3ccccc3cc2O)CC1`?
Yeast growth inh: -31; E-sel TNF inh: 0; NPY Y2 blocker: 4; Measles CPE: 1; Yeast life ext: -4; PTEN del growth: 70; GALR2 blocker: -3; MRP1 act: 2.7; HCT116 bCat-KO: 87; Phagocytosis inh: -1
